# Source: PubChem (several laboratories)
# bovine MsrA act = activates bovine MsrA enzyme | AID 602163 | 0.3% of 360,000 active | activation, % at 10.6 µM | purified bovine MsrA, absorbance read-out; in the data active = activation above about 7.5%;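 note: 0% = vehicle and 100% = reference activator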
# MLLE-PAM2 inh = blocks PAM2 peptide binding to the PABP1 MLLE domain; P11940; GST-MLLE / FITC-PAM2 fluorescence polarization; inhibition, % at 20 µM; 0.36% of 360,000 active; in the data active = inhibition above about 35%, passing the limit was not always enough;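 note: plate controls were DMSO wells with GST-MLLE for no effect and wells lacking GST-MLLE protein for full effect; some results filed as inactive read as strong as hits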
# Rin1-Abl PPI inh = blocks binding of human Rin1 to Abl | TR-FRET Rin1/Abl binding, biochemical | inhibition, % at 7.35 µM | 0.4% of 360,000 active; in the data active = inhibition above about 5%, passing the limit was not always enough
# MsrA inh = inhibits bovine methionine sulfoxide reductase A | purified bovine MsrA, absorbance read-out | inhibition, % at 15.5 µM | 0.75% of 360,000 active; in the data active = inhibition above about 4.5%;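 note: 0% = vehicle wells with enzyme and 100% = reference inhibitor wells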
# MT1-MMP act inh = MT1-MMP (human) activation inhibition. HT1080 RFP-PRO-GFP cells, GFP/RFP ratio fluorescence, overnight; percent of plate control window, DMSO zero. GFP/RFP ratio change, % at 20 µM. 0.061% of 360,000 active;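 active = GFP/RFP ratio change of at least 30% with cell ATP level not reduced by more than half and red fluorescence within 50% of control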; note: strong numbers were not always called active
#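 Read-out: GFP/RFP fluorescence ratio; Test system: RFP-PRO-GFP reporter HT1080 cells; Compound dosing: single-point 20 µM compound, 1% DMSO; Times: overnight compound exposure at 37 °C.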
# CSN deneddyl inh = inhibitors of human CSN-mediated cullin deneddylation | Q92905 | Purified CSN, SCF-Nedd8-OG deneddylation, fluorescence polarization | inhibition, % at 12.5 µM | 0.38% of 360,000 active | AID 651999;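 active = pattern-corrected inhibition above about 35%, with an unprinted fluorescence ratio check between 0.5 and 1.5, limit read from the data, passing the limit was not always enough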;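 note: 0% = enzyme with substrate and 100% = substrate without enzyme; some results filed as inactive read as strong as hits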
#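 Material: purified human Csn5 enzyme expressed in HEK293T cells / Medium: Tris buffer pH 7.5, NaCl, DTT, Tween-20, trehalose, ovalbumin / Compound dosing: 12.5 µM single point / Schedule: 90 min incubation of compound, enzyme and substrate at room temperature / Signal: fluorescence polarization of the substrate / Control set: no-enzyme wells high, enzyme-with-substrate wells low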
# FAS-TE inh = FAS thioesterase (human) inhibition; P49327; recombinant FAS-TE, OMFH fluorogenic substrate, fluorescence endpoint; inhibition, % at 15 µM; 0.67% of 360,000 active; AID 602261;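 active = compounds whose normalised, plate-corrected inhibition of enzyme fluorescence in the single-dose primary screen is 50% or more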;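 note: 0% = DMSO with enzyme and 100% = substrate without enzyme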
# Rpn11 inh = blocks the human proteasome subunit Rpn11; O00487; human 26S proteasome, Ub4-pepOG fluorescence polarization; 20S core pre-blocked with epoxomicin; calls only at 20 µM; 0.59% of 360,000 active; AID 588493;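 active = inhibition at 20 µM, scaled to each plate's controls, above about 33%, limit read from the data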
# E coli Lon inh = E. coli protease La inhibition. AID 602123. purified E. coli Lon protease, fluorescence polarization. 0.42% of 360,000 active. inhibition, % at 7.94 µM; in the data active = inhibition above about 13%, passing the limit was not always enough;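 note: 0% = enzyme with probe and DMSO and 100% = no enzyme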
# An asterisk follows results filed as active; i = inactive; · = not tested or not shown.
SMILES,bovine MsrA act,MLLE-PAM2 inh,Rin1-Abl PPI inh,MsrA inh,MT1-MMP act inh,CSN deneddyl inh,FAS-TE inh,Rpn11 inh,E coli Lon inh
O=S(=O)(NCc1ccccc1Cl)c1cnc[nH]1,0,11,0,-0.1,-2,-1,-7,i,0
CCCS(=O)(=O)NC(=O)C1(C)CCN(C(=O)c2ccco2)C1 (configuration not stated),-3,-3,-2,-1.3,4,5,-5,i,-3
O=C(Nc1cccc(S(=O)(=O)Nc2ccc(Cl)cc2)c1)c1ccc(Cl)nc1,-3,12,-1,-0.1,-6,6,42,i,2
CCN(CC)S(=O)(=O)c1ccc(NC(=O)CCC2CCCCC2)cc1,-2,11,2,0.6,-11,0,24,i,-6
COc1cccc(NC(=O)CNC(=O)c2ccc(C)cc2)c1,-2,-1,4,-2.2,3,2,-1,i,-7
CSc1nc2nc(Cl)c(Cl)nc2[nH]1,-1,1,-6,3.0,-2,-1,-6,i,-6
COCCN1CCN(Cc2cn[nH]c2-c2cc3ccccc3o2)CC1,-4,-12,0,-0.1,0,-2,-11,i,-7
CCCC(=O)N/C(N)=N/c1nc2ccccc2o1,-3,-7,-1,-0.2,2,4,-1,i,-4
C=CCN(c1ccc(OC)cc1)S(=O)(=O)c1ccc(Cl)c(C(=O)OCC(=O)NC2CC2)c1,-2,-10,4,0.9,0,-11,8,i,-3
COc1ccc(OC)c(/C=C2/Sc3ccccc3C2=O)c1,-4,-15,-3,3.1,-2,63,-23,·,-221
C/C(=N\NC(=O)C1CC1)c1ccccc1Br,-2,7,-4,0.1,-3,0,-4,i,-1
Cc1c(O)c(CN2CCCCC2)cc2c1oc(=O)c1ccccc12,-1,-17,-3,0.8,-3,2,-2,i,-1
C=CCN1C(=NC(=O)CCC(=O)O)SC2CS(=O)(=O)CC21 (configuration not stated),0,8,4,1.3,-1,2,-4,i,-4
COc1cc(NC(=O)CNc2ccc(Cl)c(S(=O)(=O)N3CCOCC3)c2)cc(OC)c1,-2,8,-2,1.6,4,-1,5,i,1
O=C(Cn1nc(Cc2cccnc2)c2ccccc2c1=O)NCc1ccc2c(c1)OCO2,-1,-1,-1,-0.3,-6,-3,-2,i,-2

# Of the compounds above, two contain a furan ring, fused or not.
SMILES,bovine MsrA act,MLLE-PAM2 inh,Rin1-Abl PPI inh,MsrA inh,MT1-MMP act inh,CSN deneddyl inh,FAS-TE inh,Rpn11 inh,E coli Lon inh
CCCS(=O)(=O)NC(=O)C1(C)CCN(C(=O)c2ccco2)C1 (configuration not stated),-3,-3,-2,-1.3,4,5,-5,i,-3
COCCN1CCN(Cc2cn[nH]c2-c2cc3ccccc3o2)CC1,-4,-12,0,-0.1,0,-2,-11,i,-7

# One compound at a time (already shown).
# C/C(=N\NC(=O)C1CC1)c1ccccc1Br across the screens: bovine MsrA act = -2; MLLE-PAM2 inh = 7; Rin1-Abl PPI inh = -4; MsrA inh = 0.1; MT1-MMP act inh = -3; CSN deneddyl inh = 0; FAS-TE inh = -4; Rpn11 inh = i; E coli Lon inh = -1
# O=S(=O)(NCc1ccccc1Cl)c1cnc[nH]1 across the screens: bovine MsrA act = 0; MLLE-PAM2 inh = 11; Rin1-Abl PPI inh = 0; MsrA inh = -0.1; MT1-MMP act inh = -2; CSN deneddyl inh = -1; FAS-TE inh = -7; Rpn11 inh = i; E coli Lon inh = 0

# (continued)
SMILES,bovine MsrA act,MLLE-PAM2 inh,Rin1-Abl PPI inh,MsrA inh,MT1-MMP act inh,CSN deneddyl inh,FAS-TE inh,Rpn11 inh,E coli Lon inh
CCOc1cc(C(=O)N=c2sccn2C)cc(Br)c1OC,-3,-12,-1,1.7,-1,1,6,i,-2
CCCn1c2ccccc2c2cnn(CC(=O)N3CCOCC3)c(=O)c21,-3,-7,0,1.6,-1,-1,-3,i,1
O=[N+]([O-])c1ccc(Cl)c(CN2CCN(c3ncccn3)CC2)c1,-11,10,0,-0.6,-1,2,6,i,6
O=C(Nc1ccc(S(=O)(=O)N2CCCC2)cc1)c1c(F)cccc1F,-3,10,-2,-0.4,5,-2,0,i,3
CCC(=O)N1CCN(c2ccc(NC(=O)c3ccccc3)cc2)CC1,-4,-14,3,-0.2,2,4,-5,i,-9
CC(C)c1nnc(NC(=O)C2CCCN2C(=O)Nc2ccccc2[N+](=O)[O-])s1 (configuration not stated),-1,-6,-3,0.3,-3,-3,1,i,1
FC(F)Sc1ccc(NC(=S)N2CCN(c3ccccn3)CC2)cc1,-2,-126,1,-0.3,2,1,7,i,-2
O=C(Nc1ccccc1Cl)C1C(c2ccccc2)C1(Cl)Cl (configuration not stated),-13,9,1,0.1,·,5,29,i,1
O=C(CSc1ncnc2c1oc1ccccc12)Nc1ccccc1F,-2,-3,-27,-1.2,2,3,0,i,0
Cc1c(Cl)c([N+](=O)[O-])nn1CCCC(=O)Nc1cccc(O)c1,-1,-10,-1,0.9,4,-10,4,i,1
Cn1c(=O)cc(SCC(=O)Nc2ccc3c(c2)OCO3)c2ccccc21,-3,0,-29,1.6,7,1,8,i,-5
COC(=O)c1ccc(NC(=S)NCCc2ccccc2C)cc1,-2,-12,-3,0.5,2,-10,15,i,-2
COc1ccc(N(C(C)C(=O)Nc2ccc(S(=O)(=O)N3CCOCC3)cc2)S(C)(=O)=O)cc1 (configuration not stated),-2,0,0,0.4,-10,-7,1,i,1
CCSc1ccc2nnc(-c3cccc(F)c3)n2n1,-2,-12,-3,1.9,-15,2,9,i,0
O=C(CSc1nccc(-c2cccs2)n1)Nc1cccc(Cl)c1Cl,-4,-19,-3,1.0,6,1,0,i,-4
O=C(NCc1cccs1)C1CCN(c2ccc(S(=O)(=O)N3CCOCC3)cc2Cl)CC1,-7,3,-2,1.3,10,3,-44,i,1
Cc1ccc(S(=O)(=O)Nc2ccc(C(=O)N3CCN(c4ccccc4O)CC3)cc2)cc1[N+](=O)[O-],-10,-10,-1,-0.2,8,2,17,i,2
O=C(Cn1nc(-c2ccc(Cl)cc2)ccc1=O)NCc1ccc2c(c1)OCO2,-8,7,-2,-0.6,0,1,21,i,-5
Cc1c(C(=O)N(C)C(C)c2ccncn2)oc2c(F)cccc12 (configuration not stated),-12,18,1,-0.1,4,4,-3,i,-11
O=S(=O)(c1cccc(F)c1)N1CCc2sccc2C1c1ccc(OC(F)(F)F)cc1 (configuration not stated),-2,4,4,1.5,-2,-5,37,i,-1
O=C(c1cnn(-c2cccc(F)c2)c1)c1ccccc1O,-2,4,-2,0.2,2,1,15,i,-4
Cc1cccc(OCCCC(=O)O)c1,-3,7,0,0.8,1,3,-4,i,6
CC(C)(C)OC(=O)N1CCN(c2ccc([N+](=O)[O-])cc2)CC1,1,12,1,0.7,4,3,-2,i,-8
Cc1ccccc1Cn1c(-c2ccc(=O)[nH]c2)nc2ccccc21,-3,-8,-2,1.2,3,1,0,i,-5
C=CC[C@@H](CC(=O)N[C@@H](CO)Cc1ccccc1)C(=O)N[C@H](COC(=O)[C@@H](CC=C)Cc1ccc(F)cc1)C(C)(C)C,3,-11,-2,-0.9,-2,-3,17,i,11
N#Cc1cccc(NC(=O)CSc2ccc3c4c(cccc24)C(=O)c2ccccc2-3)c1,-1,103,2,-1.4,-131,-1,-143,i,22*
C[C@H]1CN([C@@H](C)CO)S(=O)(=O)c2ccc(-c3ccncc3)cc2O[C@H]1CN(C)C(=O)c1cccc(F)c1,0,-5,2,-0.2,0,-5,-8,i,0
Cc1c(Cl)cc(-n2cnnn2)cc1[N+](=O)[O-],1,0,1,-0.6,1,-6,8,i,-4
CCCN(CCC)Cc1c(C(=O)N/N=C/c2c[nH]c3ccccc23)nnn1-c1nonc1N,2,-8,1,3.3,4,-1,13,i,3
CC(C)(C)OC(=O)NCCc1nnc(SCc2ccc(Cl)cc2Cl)o1,3,2,1,-0.4,6,-5,26,i,4
C(=N\Nc1nc2ccccc2s1)/c1ccco1,-15,-1,-5,6.2*,·,-1,0,i,-3
O=[N+]([O-])c1ccc(OCc2cccc(COc3ccc([N+](=O)[O-])cc3)n2)cc1,-3,3,-2,0.3,1,0,3,i,-9
COc1ccccc1OCc1csc(N)n1,-1,-10,0,-0.3,0,-1,-4,i,2
CC1=C(C)CC(C(=O)NNC(=O)c2cccc(Cl)c2)C(C(=O)O)C1 (configuration not stated),-2,-5,-2,1.1,-11,-2,-14,i,-2
Cc1cc(C)nc(SCc2ccc(C(=O)N/N=C/c3ccccc3C(=O)O)cc2)n1,-3,19,-1,0.5,-4,0,-4,i,4
Cc1ccnc(SCC(=O)c2ccc(Br)s2)n1,-4,33,-4,-0.4,2,2,7,i,-2
Cc1ccc(-c2nnn(CC(=O)N(c3ccccc3F)C(C(=O)NCC3CCCO3)c3c[nH]c4ccccc34)n2)cc1 (configuration not stated),-8,4,-3,2.1,-2,0,28,i,9
C[C@@]12CC[C@H]3OC(=O)C=C3C1CC[C@@]13CC(CCC12)[C@](CO)(O[C@H]1O[C@H](CO)[C@@H](O)[C@H](O)[C@H]1O)C3 (some centres not stated),-1,4,1,1.3,13,0,-4,i,-4
COc1cc(NC(=O)c2ccnc(N)c2)cc(C(=O)Nc2cccc(C(F)(F)F)c2)c1,-1,10,0,-0.5,7,6,15,i,-14
Cc1nc(Cl)c(C(=O)NC(C)(C)C)c(C)c1Cl,-4,5,-4,1.6,5,0,-12,i,-16
COc1ccc2cnnc(SCC(=O)Nc3ccc(C(C)=O)cc3)c2c1OC,-4,1,-10,1.2,0,0,-7,i,5
CC(C)CC(O)C1CCN(C(=O)CCc2nnc(-c3ccc4c(c3)OCO4)o2)CC1 (configuration not stated),-5,-7,2,-1.2,2,0,-3,i,7
COc1cccc(-c2nnc3n2N=C(c2cccc(Br)c2)CS3)c1,-1,-8,2,-1.0,1,8,-6,i,-3
O=C(NCc1cccnc1)C1CC(=O)N(CCc2ccccc2)C1 (configuration not stated),0,-8,2,-0.2,-2,0,-3,i,-4
O=C(N/N=C/c1ccc[nH]1)c1ccccc1[N+](=O)[O-],-5,2,-3,2.4,2,0,-3,i,-9
O=[N+]([O-])c1ccc2oc(-c3ccccc3)nc2c1,-2,8,3,1.4,-4,-1,-2,i,10
CC[C@]12c3[nH]c4ccccc4c3CCN1C(=O)C(CC(=O)NC/C=C(\C)CCC=C(C)C)C[C@@H]2C(=O)N1CCN(C(=O)c2ccco2)CC1 (some centres not stated),0,5,-3,-1.3,-1,-6,23,i,0
COc1cc(=O)[nH]c(SCc2c(F)c(F)c(F)c(F)c2F)n1,-3,-2,3,-1.3,-4,0,0,i,-7
Cc1cccc(NC(=O)COc2nsnc2N2CCOCC2)c1,-5,-6,-3,0.7,2,-1,-5,i,-1
O=C(c1ccc2c(c1)OCO2)C1CCCN(Cc2c(F)ccc(F)c2F)C1 (configuration not stated),-1,-7,5,0.5,0,2,8,i,-6
CCc1ccc(-c2cc(C(F)(F)F)n3nc(C(=O)Nc4cnn(Cc5ccccc5C)c4)cc3n2)s1,-4,0,-1,-0.2,6,-4,9,i,0
CCOC(=O)C1CCN(c2nc(-c3ccccc3)nc3c2oc2ccccc23)CC1,1,-2,-2,0.1,-2,-4,23,i,3
Cc1ccc(CNC(=O)C(CCC(N)=O)NC(=O)OCc2ccccc2)cc1 (configuration not stated),8,22,1,1.8,-1,2,-10,i,-3
O=C(COc1ccc(Cl)cc1)NCc1nnc(SCC(=O)NCC2CCCO2)o1 (configuration not stated),-3,-25,-5,-0.8,6,1,-1,i,0
Cc1cc(=O)c(C(=O)O)nn1-c1ccccc1,-3,1,0,0.4,0,0,-5,i,-3
